Bioassay records from PubChem.
KDM4E inh = inhibitors of human JMJD2E histone demethylase; JMJD2E catalytic domain, FDH-coupled NADH fluorescence (FDH is formaldehyde dehydrogenase); Potency, µM (doses to about 57.1 µM), inactives show top-dose activity change, negative = inhibition, most hits filed as inhibitors; AID 2147; 230,000 tested, 1.6% active; B2RXH2; active means well fitted inhibition curve with a large enough effect, not every such curve was filed as active; inconclusive means small, poorly fitted or top-dose-only effect, or another doubt; inactive means no such curve, though single readings can be large or run the other way;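 further: 0% = wells with enzyme and -100% = buffer wells without enzyme; nearly all actives have a fitted effect of over 50% in size; many of its hits are not listed in these tables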
Target sequence (B2RXH2 1-337 limits assumed): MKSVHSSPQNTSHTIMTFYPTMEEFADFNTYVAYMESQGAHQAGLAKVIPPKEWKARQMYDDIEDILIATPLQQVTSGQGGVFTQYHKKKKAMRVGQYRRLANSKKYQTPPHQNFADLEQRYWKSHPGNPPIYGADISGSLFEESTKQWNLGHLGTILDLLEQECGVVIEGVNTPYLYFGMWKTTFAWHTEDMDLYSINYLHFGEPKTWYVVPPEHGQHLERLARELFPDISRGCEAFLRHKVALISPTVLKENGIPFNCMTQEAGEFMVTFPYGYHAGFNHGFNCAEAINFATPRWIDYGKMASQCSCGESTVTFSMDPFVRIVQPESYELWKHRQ
HTT aggregate = inhibitors of mutant huntingtin aggregate formation in PC12 cells | PC12 HttQ103-GFP aggregates, Acumen cytometry, 40 h | Potency, µM (series often up to 46.1 µM), for the others: at the top dose activity change, negative = inhibition, hits mostly inhibitors | 220,000 tested, 1.1% active | AID 1688; further: on the % scale 0 is the no-effect control and ±100 the full control effect; nearly all actives have a fitted effect of over 60% in size
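Ecdysone-promoter PC12 model expressing HTT exon 1 Q103 fused to GFP, induced by tebufenozide at 100 nM final. Compounds titrated; aggregates sized 1–25 µm scored on a 488 nm laser cytometer.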
Tau fibril FP = tau fibrillization inhibition (FP); K18 P301L tau heparin fibrillization, Alexa594 FP, 6 h; Potency, µM (series often up to 57.7 µM), for inactives: at the top dose activity, negative = inhibition, hits mostly inhibitors; AID 1468; 280,000 tested, 0.39% active; P10636; further: on the % scale 0 is the no-effect control and ±100 the full control effect; nearly all actives have a fitted effect of over 55% in size
Target sequence (P10636 561-689 P618L limits assumed): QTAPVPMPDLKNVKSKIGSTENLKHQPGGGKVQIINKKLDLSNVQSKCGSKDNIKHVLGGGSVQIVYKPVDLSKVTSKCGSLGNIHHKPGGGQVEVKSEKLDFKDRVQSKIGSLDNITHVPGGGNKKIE
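K18 P301L tau (15 uM unlabeled/0.24 uM Alexa 594-labeled, final) + compound + heparin 20 uM final; 100 mM NaOAc pH 7; 6 hr 37 C; ThT 30 uM final added, 1 hr RT; FP ex 555/em 632 nm.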
SMN2 splice up = enhancers of SMN2 splice variant expression; HEK293 SMN2-luciferase splicing reporter, luminescence, 30-36 h; Potency, µM (series often up to 46.1 µM), for the others: top-dose activity change, positive = activation, usual class: activators; 210,000 tested, 2.8% active; further: % of control where 0% means no effect; nearly all actives have a fitted effect of over 55% in size
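HEK293 cells carry an SMN2 […]–luciferase reporter in which exon 7 inclusion puts luciferase in frame. Cells were plated 10-12 h before compound addition, then incubated 30-36 h at 37C. ONE-Glo luminescence was read; sodium butyrate at 4.5 mM final served as control.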
Tau ThT inhib = blocks human tau fibril formation measured by thioflavin T. P10636. recombinant tau K18 P301L, heparin-induced fibrillization, ThT fluorescence. Potency, µM (titrated, usually from 57.4 µM), inactives show at the top dose activity, negative = inhibition, actives largely listed as inhibitors. 270,000 tested, 2.1% active. AID 1460; further: on the % scale 0 is the no-effect control and ±100 the full control effect; nearly all actives have a fitted effect of over 55% in size
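Using a mix of unlabeled (15 uM) and Alexa 594-labeled (0.24 uM) tau K18 P301L, heparin-triggered fibrillization over 6 hr at 37 C was scored by ThT fluorescence.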
ALDH1A1 block = ALDH1A1 (human) enzyme inhibition | Purified ALDH1A1, NADH fluorescence, propionaldehyde substrate | Potency, µM (highest dose often 75.3 µM), without a hit: top-dose activity, negative = inhibition, actives largely listed as inhibitors | 220,000 tested, 7.3% active | AID 1030; active means well fitted inhibition curve with a large enough effect, not every such curve was filed as active; inconclusive means small, poorly fitted or top-dose-only effect, or another doubt; inactive means no such curve, though single readings can be large or run the other way;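 further: plate controls were no enzyme wells and a reference inhibitor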
Target sequence (P00352 whole entry, looked up): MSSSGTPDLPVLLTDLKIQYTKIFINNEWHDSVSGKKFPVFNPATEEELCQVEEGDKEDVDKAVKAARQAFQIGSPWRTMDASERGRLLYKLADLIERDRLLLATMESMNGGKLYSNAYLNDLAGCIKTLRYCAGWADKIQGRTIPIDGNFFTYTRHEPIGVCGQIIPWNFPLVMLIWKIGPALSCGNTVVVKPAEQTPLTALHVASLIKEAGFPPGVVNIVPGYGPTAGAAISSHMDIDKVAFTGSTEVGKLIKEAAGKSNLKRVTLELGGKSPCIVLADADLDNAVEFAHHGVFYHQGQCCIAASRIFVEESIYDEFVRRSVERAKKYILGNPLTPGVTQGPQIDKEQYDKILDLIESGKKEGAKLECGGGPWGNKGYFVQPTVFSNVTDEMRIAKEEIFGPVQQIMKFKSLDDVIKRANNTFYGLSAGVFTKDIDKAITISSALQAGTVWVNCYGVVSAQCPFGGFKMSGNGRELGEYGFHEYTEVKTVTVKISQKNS
HTT ATP protect = cytoprotection in Huntington HTT-Q103 PC12 cell model; PC12 HTT-Q103 induced, cytoprotection, ATP luminescence, 40 h; Potency, µM (highest dose often 56.4 µM), inactives show cytoprotection (ATP increase), hits mostly activators; 230,000 tested, 0.14% active; AID 1471;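 further: % of control where 0% means no effect; nearly all actives have a fitted effect of over 45% in size; toxic huntingtin expression switched on by the ecdysone agonist tebufenozide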
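Cells were plated at 1500 per well in phenol red-free DMEM with 5% equine and 5% calf serum. Tebufenozide (100 nM final) and compounds were added, then ATPlite reagent, and luminescence was read.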
Tau fluor counter = counter-screen for tau fibril formation inhibitors. tau K18 P301L Alexa594 fluorescence, heparin fibrillization. Potency, µM (doses to about 57.7 µM), for inactives: top-dose activity change, negative = decrease. 280,000 tested, 0.93% active; further: on the % scale 0 is the no-effect control and ±100 the full control effect; nearly all actives have a fitted effect of over 55% in size
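Human tau K18 P301L (15 uM unlabeled, 0.24 uM Alexa 594-labeled) in 100 mM sodium acetate pH 7 with 20 uM heparin, 6 hr at 37 C. ThT 30 uM added, 1 hr ambient; Alexa 594 FP and total fluorescence read at 555/632 nm.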
The depositor's hits bear a star; ? = inconclusive; · = no result given; & = joins results of further samples; [ ] = remark or other dose. Unless noted, the call rests on the fitted dose curve; in most records, active means well fitted curve in the direction sought with a large enough effect; inconclusive means small, poorly fitted or top-dose-only effect, or another doubt; inactive means no such curve, though single readings can be large; an effect the other way counts as inactive or inconclusive. Potency means the concentration at half of the fitted maximal effect.

Each structure is followed by: KDM4E inh | HTT aggregate | Tau fibril FP | SMN2 splice up | Tau ThT inhib | ALDH1A1 block | HTT ATP protect | Tau fluor counter
Nc1ccc(C(=O)NCC2(c3ccccc3)CCCC2)cc1
  8.2% | 4.0%[9.22 µM] | 4.2% | 7.4% | -4.4% | -6.8% | -32.2% | -8.4%
OCCN(Cc1ccccc1)Cc1ccc(Cl)cc1
  ? | 19.2% | 1.5% | -4.0% | -9.1% | -14.2% | 15.6%[10 µM] | -15.7%
CCOc1ccc(N=C2NC(=O)SC2CC(=O)OC)cc1 (stereo not given)
  2.2% | -8.7%[9.22 µM] | -13.1% | · | -19.7% | · | 1.6%[10 µM] | -13.1%
Cn1cc(S(=O)(=O)N2CCC(C(N)=O)CC2)c(=O)n(C)c1=O
  0.9% | 5.5%[9.22 µM] | -4.2% | · | -5.8% | 9.3% | -2.8%[10 µM] | -3.5%
FC(F)(F)c1cccc(N/N=C/c2ccccc2)c1
  -11.7% | 0.2% | 9.5% | ? | ? | -1.1% | -8.5%[10 µM] | ?
COCC(=O)N1CCc2nc(-c3ccc(OC)cc3C)c3c(c2C1)CO[C@@H](c1ccccc1)C3
  1.7%[11.4 µM] | · | -2.8%[11.6 µM] | -1.6%[9.22 µM] | 7.4%[11.5 µM] | 4.0%[13.5 µM] | -42.1%[inhibitor][10 µM] | 1.9%[11.6 µM]
CCN1CCN(c2cc(C)c3cc(NC(=O)c4cncc(Br)c4)ccc3n2)CC1
  -11.5% | ? | ? | -9.0% | ? | ? | -75.2%[inhibitor] | ?
COc1cc(/C=N/NC(=O)c2cccc([N+](=O)[O-])c2)ccc1OC(=O)c1ccco1
  -9.8% | -2.6% | -1.1% | · | ? | ? | -28.9% | ?
CCC(C(=O)Nc1cccc(C(F)(F)F)c1)c1ccccc1 (stereo not given)
  8.0% | -16.4% | -10.9% | -30.8%[inhibitor] | -0.2% | ? | 1.2% | -24.2%
Cc1ccc(S(=O)(=O)C2(C(=O)Nc3ccc(F)cc3)CC2)cc1
  1.8% | 22.0% | -4.4% | -18.8% | -8.6% | 16.0% | 0.6% | -3.4%
Cc1cc([N+](=O)[O-])nn1Cc1c(F)c(F)c(F)c(F)c1F
  7.3% | 4.4% | -10.8% | -9.9% | -0.5% | 3.1% | -10.3% | -1.3%
CCCCC(=O)NC(c1ccco1)c1c(O)ccc2ccccc12 (stereo not given)
  ? | 2.5% | -9.7% | -0.1% | -14.3% | ? | -20.3% | -21.1%
Cc1ccc2cc3cc(C(=O)NCCC(C)C)oc3nc2c1
  ? | -1.3% | 6.4% | -21.7% | -12.8% | ? | 4.3% | 2.4%
CCOC(=O)NC(=O)c1cn(N(C)c2ncc(C(F)(F)F)cc2Cl)c(=O)[nH]c1=O
  ? | -9.6% | 3.5% | -1.1% | 0.9% | 6.7% | 21.3% | -4.3%
Cc1c(Cl)ccc2c1NC(=O)[C@]21N[C@@H](Cc2ccccc2)[C@H]2C(=O)N(c3ccc(F)cc3)C(=O)[C@H]21
  -1.8% | ? | -13.0% | -7.7% | 2.2% | -1.4% | -44.9%[inhibitor] | -20.9%
COc1ccc(C)cc1S(=O)(=O)N1CCOCC1
  5.2% | -6.1%[9.22 µM] | 0.4% | · | -6.1% | 5.9% | 3.9%[10 µM] | -2.3%
COc1ccc(C(=O)Nc2ccc(N3CCCCC3)cc2)cc1Br
  -2.1% | -1.0% | 5.6% | ? | ? | 1.2% | · | -25.6%
Cc1[nH]c2ccccc2c1C(c1ccncc1)N1CCC(C)CC1 (stereo not given)
  -8.3% | -0.5% | 3.5% | -0.5% | ? | -1.3% | -5.5% | -27.3%
O=C(N/N=C/c1ccccc1[N+](=O)[O-])c1cccs1
  2.3% | 7.0%[9.22 µM] | -2.5% | · | ? | · | -13.8%[10 µM] | -23.4%
COc1ccc([N+](=O)[O-])cc1NC(=O)CC1SC(=Nc2cccc(C)c2C)N(/N=C/c2cccc(OC)c2OC)C1=O (stereo not given)
  -0.4% | 24.8% | -5.0% | 2.2% | 5.2% | 0.2% | -21.5% | -18.6%
O=C(O)[C@H]1CN(CCCP(=O)(O)O)CCN1
  5.2%&4.0% | · | 3.0%&7.0% | · | -3.9%&-7.8% | 0.1%&-1.9% | ? | -2.9%&-2.1%
O=C(COc1ccc(Cl)cc1Cl)OCC(=O)N1CCCc2ccccc21
  9.5% | -3.1% | 13.2% | 13.4% | ? | 4.3% | -9.3%[10 µM] | -16.4%
Cc1ccc(C#CC[N+]2(C)CCCCC2)cc1
  3.5% | -1.7%[9.22 µM] | -9.4% | · | -7.0% | · | 16.5%[10 µM] | -11.6%
O=C(Nc1ccc2oc(-c3ccncc3)nc2c1)c1ccc2c(c1)OCCO2
  ? | -14.6%[9.22 µM] | -12.7% | · | · | · | 12.6%[10 µM] | 3.2%
OCCC1CN(Cc2cccn2-c2ccccn2)CCN1C1CCCC1 (stereo not given)
  3.5% | -16.7% | 3.5% | · | -1.8% | 2.1% | -2.8% | 1.4%
Cn1c(-c2ccc(F)cc2)cnc1SCC(=O)NCc1ccco1
  -20.6% | 0.1%[9.22 µM] | -7.7% | -25.0% | -14.0% | 22.4µM* | -20.9%[10 µM] | -0.3%
Cc1oc2c(c1C(=O)N1CCC(C)CC1)C(=O)c1ccccc1C2=O
  0.0% | 7.08µM* | -0.1% | -72.5%[inhibitor] | -10.8% | ? | · | -16.7%
Cc1ccc(Sc2cc(N3CCOCC3)nc(-c3ccccc3)n2)cc1
  -6.7% | 5.0% | ? | -17.2% | -3.4% | -2.0% | 0.6% | -25.3%
COc1ccc(C(=O)Oc2c(Sc3ccc(Cl)cc3)c(C)nn2C(C)(C)C)cc1OC
  · | · | ? | -1.3% | ? | · | · | -21.2%
CC(C)n1c(Sc2nccn2C)nc2c1c(=O)n(C)c(=O)n2C
  -0.3% | -13.0% | 0.6% | 14.3% | -7.6% | 10.8% | 13.4% | -7.5%

In the list so far, these contain bromine:
Each structure is followed by: KDM4E inh | HTT aggregate | Tau fibril FP | SMN2 splice up | Tau ThT inhib | ALDH1A1 block | HTT ATP protect | Tau fluor counter
CCN1CCN(c2cc(C)c3cc(NC(=O)c4cncc(Br)c4)ccc3n2)CC1
  -11.5% | ? | ? | -9.0% | ? | ? | -75.2%[inhibitor] | ?
COc1ccc(C(=O)Nc2ccc(N3CCCCC3)cc2)cc1Br
  -2.1% | -1.0% | 5.6% | ? | ? | 1.2% | · | -25.6%

Next structures:
Each structure is followed by: KDM4E inh | HTT aggregate | Tau fibril FP | SMN2 splice up | Tau ThT inhib | ALDH1A1 block | HTT ATP protect | Tau fluor counter
Cc1ccc(-c2ccc([C@H]3[C@@H]4C=CCC[C@@]4(C)C(=O)N3Cc3ccccc3)c(F)c2)cc1
  3.6% | -7.8%[9.22 µM] | 16.2% | · | ? | · | 7.6%[10 µM] | -4.6%
Cc1cccc(-n2c(C)cc(/C=N\NC(=O)c3ccco3)c2C)c1
  -18.2% | 6.2% | 5.2% | 13.0% | ? | ? | -32.6%[inhibitor] | -18.8%
CCc1cc([N+](=O)[O-])cc(CC)c1N
  9.6% | ? | -2.7% | -12.7% | -14.6% | -5.1% | -21.2%[10 µM] | -10.5%
N#Cc1ccc(OCC(=O)NN2Cc3ccccc3C2=N)cc1
  1.2% | 18.8% | 5.6% | 13.3% | -5.5% | -4.0% | -33.5%[inhibitor] | -0.3%
Cc1nn(-c2ccccc2)c(C)c1C(=O)OCC(=O)NC(=O)NC1CCCC1
  -2.3% | -18.5% | -3.6% | · | -16.5% | -13.8% | -0.5% | -9.7%
Cc1ccc(NC(=O)C2(NC(=O)c3cccc(N4C(=O)CSC4c4ccccc4)c3)CCCCC2)cc1 (stereo not given)
  1.8% | 5.5% | -5.0% | -15.1% | -7.8% | 0.0% | -27.8% | -11.3%
CC1CN(C2CCN(S(=O)(=O)c3ccc(F)cc3)CC2)CC(C)O1 (stereo not given)
  ? | 27.5% | -1.4% | -2.6% | -7.1% | 25.1µM* | 5.8% | -6.9%
O=C(c1cc(-c2cccs2)on1)N1CCOCC1
  -3.7% | 3.7% | 6.2% | ? | -12.0% | -2.8% | -6.6% | -4.9%
COC(=O)C/C=C\[C@@H](C)[C@@H](/C=N\OC[C@@H](O)COCc1ccco1)OC
  · | · | -3.2%[11.6 µM] | · | -22.5%[11.5 µM] | 1.9%[13.5 µM] | 14.6%[10 µM] | -18.7%[11.6 µM]
CCOc1cc(C(=O)Nc2ccc(-c3nc4cc(C)ccc4o3)cc2)cc(OCC)c1OCC
  · | · | ? | 14.6% | 9.4% | · | · | -29.2%
O=C(Nc1cccc(Cl)c1)Nc1cc(S(=O)(=O)N2CCOCC2)ccc1N1CCCC1
  ? | ? | -1.9% | -1.3% | -1.2% | ? | 12.4%[10 µM] | 14.1µM*[quencher]
O=C(Cc1sc(-c2ccccc2)nc1-c1ccccc1)Nc1ccccc1
  1.8% | -5.8% | ? | 11.7% | -0.5% | 0.1% | -4.5% | ?
Cc1ccc(CSC2=Nc3ccccc3C3=NC(=O)CN23)cc1
  ? | -5.4%[9.22 µM] | 0.9% | ? | -15.8% | ? | -68.0% | 0.8%
COc1ccc(C2SCC(=O)N2CC23CC4CC(CC(C4)C2)C3)cc1 (stereo not given)
  -9.8% | ? | -1.1% | -19.7% | -18.0% | ? | -11.0% | -14.6%
CCOc1ccccc1N1CCN(Cc2ccc(Br)s2)CC1
  ? | 4.1% | 13.6% | -7.3% | -24.2% | -14.8% | -23.2% | -29.9%
O=C(NCc1n[nH]c(=S)n1-c1ccc(F)cc1)c1ccc(S(=O)(=O)N2CCOCC2)cc1
  -3.6% | 5.9% | ? | · | -8.6% | ? | -17.8% | -13.5%
Cc1ccc(NC(=O)COC(=O)CCc2ccc(S(=O)(=O)N3CCOCC3)cc2)cc1C
  5.5% | 23.7% | -3.9% | 15.2% | -8.1% | ? | -23.1%[10 µM] | -15.6%
CN(c1ccccc1)S(=O)(=O)c1cc(Cl)ccc1Cl
  ? | -6.4% | -5.3% | -17.2% | -11.8% | 7.6% | -30.3%[inhibitor] | -24.0%
Cc1ccc(-c2c(C)n([O-])c3c([n+]2=O)CCC3)cc1
  9.1% | 6.3% | -0.5% | 5.0% | 8.9% | 5.6% | · | 2.0%

Not all compounds are listed; count on the stated rates, not on these rows.
